S100A4 MyoIIA – inhibitors of S100A4-myosin IIA peptide binding, primary screen, biochemical, fluorescence polarization, TAMRA-MyoIIA peptide; Protein S100-A4 (Homo sapiens), P26447; inhibition, % at 10.7 µM; 360,000 compounds, 0.14% hits;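 active means mean inhibition of at least 70% across replicates, with every replicate also reaching that level; inconclusive means mean inhibition reaches 70% but some replicates fall short; inactive means mean inhibition below 70%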
Target sequence (P26447 whole entry, looked up): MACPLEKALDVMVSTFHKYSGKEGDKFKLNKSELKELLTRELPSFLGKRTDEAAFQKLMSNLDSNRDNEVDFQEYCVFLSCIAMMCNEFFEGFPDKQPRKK
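Test system: S100A4 monomer protein. Medium: HEPES buffer with Ca2+, pH 7.2. Reagent: fluorescent myosin IIA peptide, 5 nM. Compound dosing: single-point compound testing. Timing: 5 min between mix addition and reading. Benchmarks: DMSO neutral and TFP positive wells.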
C2C12 statin – suppressors of statin myotoxicity in C2C12 myotubes, primary screen, cell-based, single point, plate reader. C2C12 myotubes + simvastatin, ATP luminescence, 48 h; scaled: DMSO 0, geranylgeraniol control 100. rescue of ATP level, % at 7.49 µM. 330,000 compounds, 0.78% hits. AID 602340, 2012;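 active means mean ATP rescue above about 67%, or every replicate alone reaching that limit, limit read from the data, passing the limit was not always enough; inconclusive means no clear call, values can overlap the other calls; inactive means mean under the limit and some replicate under it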;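 further: myotubes were challenged with 10 µM simvastatin during compound exposure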
E-sel inducer – E-selectin induction in HUVECs, primary screen, imaging, HUVEC, immunofluorescence imaging, single point; activation, % at 7.58 µM; P16581; 260,000 compounds, 0.37% hits; AID 686992, 2013; normalized: neutral wells 0, TNF-alpha wells 100;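 active means mean E-selectin-positive cell signal at least 10% of the positive control, reached in at least 60% of replicates, without over 20% cell loss; inconclusive means no rule given, readout overlaps actives, possibly toxicity-flagged; inactive means the rest, including those meeting only one limit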;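 further: in these data hits start at about 27%; measured in HUVEC primary endothelial cells; signal is the percent of cells scored E-selectin positive by PE staining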
Target sequence (P16581 whole entry, looked up): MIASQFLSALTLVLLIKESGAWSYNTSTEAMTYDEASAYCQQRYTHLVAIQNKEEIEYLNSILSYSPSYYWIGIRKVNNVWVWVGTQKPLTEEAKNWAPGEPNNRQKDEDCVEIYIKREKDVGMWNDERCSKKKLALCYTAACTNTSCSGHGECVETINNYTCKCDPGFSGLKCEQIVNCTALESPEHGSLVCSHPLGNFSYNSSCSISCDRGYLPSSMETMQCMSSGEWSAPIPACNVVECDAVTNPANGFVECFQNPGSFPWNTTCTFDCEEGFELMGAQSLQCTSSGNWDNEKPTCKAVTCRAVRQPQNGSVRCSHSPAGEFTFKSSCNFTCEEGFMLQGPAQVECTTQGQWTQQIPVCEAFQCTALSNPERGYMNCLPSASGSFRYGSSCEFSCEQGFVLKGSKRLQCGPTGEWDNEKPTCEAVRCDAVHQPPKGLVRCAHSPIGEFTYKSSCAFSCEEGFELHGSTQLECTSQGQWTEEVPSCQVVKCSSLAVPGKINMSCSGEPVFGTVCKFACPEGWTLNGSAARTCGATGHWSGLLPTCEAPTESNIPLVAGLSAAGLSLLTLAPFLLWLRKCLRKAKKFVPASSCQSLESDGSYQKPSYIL
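System: HUVEC / Compound: single concentration / Signal: immunofluorescence imaging / Read-out: percent E-selectin-positive cells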
PglD inh – C. jejuni PglD acetyltransferase inhibitors, primary screen, biochemical, DTNB colorimetric, single point; UDP-N-acetylbacillosamine N-acetyltransferase PglD (Campylobacter jejuni); purified PglD enzyme, DTNB colorimetric CoA detection; inhibition, % at 12.5 µM; 360,000 compounds, 0.098% hits; AID 602405, 2012; in the data active means inhibition above about 16%, passing the limit was not always enough; inconclusive means no clear call, values can overlap the other calls; further: strong numbers were not always called active
ERp5 block – inhibitors of ERp5-driven insulin aggregation, primary screen, biochemical, turbidity, absorbance 650 nm, single point | Protein disulfide-isomerase A6 (Homo sapiens), Q15084 | 90 min | inhibition, % at 9.99 µM | 350,000 compounds, 0.05% hits | AID 651711, 2012;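 active means mean replicate inhibition above about 25%, with every replicate also reaching it, limit read from the data, passing the limit was not always enough; inconclusive means only one of those two criteria met; inactive means neither criterion met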
SIRT5 inh – SIRT5 desuccinylase inhibitors, primary screen, biochemical, fluorescence imaging, single point, set 5; NAD-dependent protein deacylase sirtuin-5, mitochondrial (Homo sapiens), Q9NXA8; Purified SirT5, succinyl-peptide AMC, trypsin-coupled fluorescence; inhibition, % at 15 µM; 330,000 compounds, 1.1% hits; in the data active means inhibition above about 15%; inconclusive means no clear call, values can overlap the other calls
Target sequence (Q9NXA8 whole entry, looked up): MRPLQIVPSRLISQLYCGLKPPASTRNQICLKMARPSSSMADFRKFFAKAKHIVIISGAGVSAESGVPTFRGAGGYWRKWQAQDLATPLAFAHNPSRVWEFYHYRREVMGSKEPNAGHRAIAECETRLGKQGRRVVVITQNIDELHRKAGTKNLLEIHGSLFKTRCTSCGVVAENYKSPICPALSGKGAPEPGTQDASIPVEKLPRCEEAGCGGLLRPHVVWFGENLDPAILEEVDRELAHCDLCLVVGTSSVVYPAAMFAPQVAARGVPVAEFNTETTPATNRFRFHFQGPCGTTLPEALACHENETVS
DENV2 CPE – inhibitors of DENV2 cytopathic effect, primary screen, cell-based, plate reader, single concentration. DENV2-infected cells, cytopathic effect rescue. CPE inhibition, % at 9.99 µM. 350,000 compounds, 1.7% hits; in the data active means CPE inhibition above about 20%, passing the limit was not always enough; inconclusive means no clear call, values can overlap the other calls; tested in BHK-21 cells;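 further: 0% = median of neutral control wells and 100% = median of positive control wells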
Numbers without * were called inactive; ? = inconclusive; . = not tested or not shown. Not all compounds are listed, so the mix of outcomes need not match the whole.

SMILES	S100A4 MyoIIA	C2C12 statin	E-sel inducer	PglD inh	ERp5 block	SIRT5 inh	DENV2 CPE
COc1cc(OC)c(C(=O)c2ccccc2[N+](=O)[O-])c(OC)c1	2	4	0.0	-1	3	3	14
O=C(N[C@H]1CC[C@H](CC(=O)N2CCOCC2)O[C@@H]1CO)c1cccc(F)c1	-3	-2	0.2	-3	-2	2	-4
CCN(CC(=O)Nc1c(F)cccc1F)C(=O)CSCC(=O)Nc1ccc(OC)cc1	-1	3	.	-2	0	-1	-6
CCOc1ncccc1C(=O)N=C1SCCN1C(=O)c1cccnc1OCC	5	7	11	-1	2	.	0
N#Cc1c(C(F)(F)F)cc(-c2ccccc2)n(N)c1=O	-1	-1	-0.1	.	5	-2	-6
COc1cc2cc(C(=O)N3CCN(c4ccccc4OC)CC3)[nH]c2cc1OC	0	2	0.0	1	1	0	15
Cc1noc(C)c1NC(=O)Nc1ccc2c(c1)C(=O)N([C@@H](C)CO)C[C@@H](C)[C@@H](CN(C)S(=O)(=O)c1ccc(F)cc1)OCCCC[C@@H](C)O2	-5	.	0.0	-2	4	-1	-9
CCOc1ccc(S(=O)(=O)n2cc(-c3ccccc3)c(N)n2)cc1	2	17	.	5	-9	0	-2
NS(=O)(=O)c1ccc(CCNS(=O)(=O)Cc2ccc(Cl)cc2)cc1	-5	6	0.2	-2	0	-2	4
COc1ccc(C(C(=O)NC(C)(C)C)N(C(=O)CCC(=O)Nc2cc(C)on2)c2ccc3c(c2)OCCO3)cc1 (configuration not stated)	-4	25	.	2	1	0	-1
COC(=O)c1c[nH]n2c(=O)cc(CCl)nc12	-3	16	.	-5	-3	0	4
CCNC(=O)C1(C)CCCN(C(=O)CCc2cccs2)C1 (configuration not stated)	0	8	-0.5	0	-2	-2	?
O=C(CN1CCOCC1)N[C@@H]1CC[C@@H](CCNC(=O)C2CCCC2)O[C@H]1CO	14	4	-0.1	0	-2	-1	2
CCOc1ccc(/C=C/C(=O)Oc2ccccc2)cc1	-18	2	0.1	-3	3	-3	-10
COc1ccc(CN2C(=O)C(CC(=O)NCCCN(C)C)CC(C(=O)N3CCOCC3)=C2C)cc1 (configuration not stated)	5	8	0.0	5	-3	-1	?
Cc1ccc(-c2cc(C(=O)N3CCN(C(=O)c4ccco4)CC3)[nH]n2)c(C)c1	-2	13	0.3	.	-1	-1	-4
O=C(COC(=O)[C@H](Cc1ccccc1)NC(=O)c1ccco1)NCc1ccccc1	.	1	1.1	5	.	.	.
Cn1cc(CN2CCC(C(=O)NC(c3ccc(F)cc3)c3ccc4ccccc4n3)CC2)c2ccccc21 (configuration not stated)	6	-24	0.0	3	3	1	-9
O=C(C1CC1)N1C[C@@H]2[C@H](c3ccccc31)[C@@H](CO)N2C(=O)c1ccccn1	1	-6	0.1	3	-2	2	2
C[C@@H]1CN([C@@H](C)CO)C(=O)c2cccc(NC(=O)Nc3ccccc3)c2O[C@H]1CN(C)S(C)(=O)=O	-6	-15	-14	-3	-1	1	-8
CCOC(=O)/C(=C\C=C1/Sc2ccccc2N1CC)C(C)=O	-11	.	0.7	-15	6	.	-3
COCCNC(=O)CN(C(=O)CCC(=O)Nc1ccccn1)c1ccc(C)cc1	4	-1	0.1	4	3	-1	5
C[C@@H]1CN([C@H](C)CO)C(=O)c2cccc(NC(=O)NC3CCCCC3)c2O[C@H]1CN(C)Cc1ccc(C(=O)O)cc1	-94	2	.	3	-4	1	-2
O=C(c1ccc(F)cc1)N1CC(=O)N2[C@H](CO)[C@H](c3ccc(-c4cccnc4)cc3)[C@H]2C1	15	.	0.3	.	3	-3	0
Clc1ccc(Cl)c(OCCCCN2CCCCC2)c1	-11	-19	.	-3	0	-4	?

The final 2 entries of the part above come first, to join the parts.
SMILES	S100A4 MyoIIA	C2C12 statin	E-sel inducer	PglD inh	ERp5 block	SIRT5 inh	DENV2 CPE
O=C(c1ccc(F)cc1)N1CC(=O)N2[C@H](CO)[C@H](c3ccc(-c4cccnc4)cc3)[C@H]2C1	15	.	0.3	.	3	-3	0
Clc1ccc(Cl)c(OCCCCN2CCCCC2)c1	-11	-19	.	-3	0	-4	?
CC(C)CNC(=O)C1CCN(S(=O)(=O)c2ccc(-n3cnnn3)cc2)CC1	5	0	.	-1	2	3	8
Cc1c(C(=O)NN)sc(=S)n1C	-3	-1	0.3	6	1	2	6
CCOC(=O)Cc1csc(NC(=O)/C=C/c2ccc(Br)o2)n1	-1	.	-0.3	-5	5	-1	4
COc1ccc2[nH]c3c(NCCC4=CCCCC4)ncnc3c2c1	6	.	-2.4	.	-1	-8	-3
O=C(Nc1cccc(F)c1)N1CC(=O)N2[C@H](CO)[C@@H](c3ccc(-c4ccc(F)cc4)cc3)[C@@H]2C1	-3	.	0.1	.	11	2	-2
O=C(NNS(=O)(=O)c1ccc(Cl)cc1)c1cccs1	-4	.	.	.	2	-1	.
O=C(CN(c1cc(C(F)(F)F)ccc1Cl)S(=O)(=O)c1ccccc1)NCc1cccnc1	-6	15	-0.1	1	0	0	8
C[C@@H]1CN([C@@H](C)CO)S(=O)(=O)c2ccc(C3=CCCC3)cc2O[C@@H]1CN(C)C(=O)CN(C)C	-4	8	1.9	1	-1	4	2
Cn1nc(SCc2ccccc2)c(=O)n(C(c2ccccc2)c2ccccc2)c1=O	-3	.	0.2	.	8	.	-2
C[C@@H]1CCCCO[C@@H](CN(C)C(=O)Nc2ccccc2)[C@H](C)CN([C@@H](C)CO)C(=O)c2cc(NC(=O)NC3CCCCC3)ccc2O1	-15	.	.	-4	-1	4	1
CCCN(C)C[C@H]1Oc2ncc(-c3ccccc3OC)cc2C(=O)N([C@@H](C)CO)C[C@H]1C	2	8	-0.3	-1	-1	5	10
CCOc1ccc(NC(=O)CCNC(=O)c2ccco2)cc1	1	-1	-0.2	-2	0	-1	6
Cc1ccc(C(=O)NN2C(=O)C3C4C=CC(C4)[C@@H]3C2=O)cc1 (some centres not stated)	-1	.	.	.	2	1	5
O=C(NCCC1=CCCCC1)c1ccc(Cl)c(S(=O)(=O)N2CCCCC2)c1	1	3	-0.4	-4	-3	-2	-5
CCOC(=O)Cc1[nH]nc2c1C(c1cc(OC)ccc1OC)C(C#N)=C(N)O2 (configuration not stated)	-4	-4	.	-7	-5	-1	5
Cc1c(C(=O)Nc2ccccn2)oc2ccccc12	3	?	.	-2	4	-7	-1
Clc1ccccc1N=C1SCCS1	-1	-8	.	-5	2	-3	-2
O=C(NCCCN1CCOCC1)c1cc(-c2ccc(Cl)s2)nc2ccccc12	-4	-11	-1.8	7	-6	-2	0
Cc1ccccc1NC(=O)C1CCCN(S(=O)(=O)c2cnc[nH]2)C1 (configuration not stated)	1	-13	.	3	3	.	18
COc1ccc(C(=O)NCCc2c[nH]c3ccccc23)cc1[N+](=O)[O-]	-1	-5	0.1	4	0	-3	-12
C[C@@H]1CN([C@@H](C)CO)S(=O)(=O)c2ccc(-c3cncnc3)cc2O[C@H]1CN(C)Cc1ccccc1	-13	-104	-0.2	-1	0	0	1
CN1C(=O)/C(=C/c2ccccc2F)Sc2ccc(C(=O)NCC3CCCO3)cc21 (configuration not stated)	0	3	.	2	0	-3	4
CCOc1ccc(/C=N\NC(=O)CC(=O)NCCc2ccccc2)cc1	1	12	0.1	0	-3	-2	7
O=C(NC1CCCc2c1cnn2-c1ccc(F)cc1F)c1cnccn1 (configuration not stated)	-3	.	.	.	1	0	3
CCOc1ncccc1C(=O)N1CCCSC1=Nc1ccc(C(C)=O)cc1	1	.	3.1	.	-6	-3	-6

Record cards, as listed above. Order of screens: S100A4 MyoIIA, C2C12 statin, E-sel inducer, PglD inh, ERp5 block, SIRT5 inh, DENV2 CPE
`CCOc1ncccc1C(=O)N1CCCSC1=Nc1ccc(C(C)=O)cc1` is listed with 1, ., 3.1, ., -6, -3, -6
`CCOC(=O)Cc1[nH]nc2c1C(c1cc(OC)ccc1OC)C(C#N)=C(N)O2` (configuration not stated) is listed with -4, -4, ., -7, -5, -1, 5
`C[C@@H]1CN([C@@H](C)CO)S(=O)(=O)c2ccc(-c3cncnc3)cc2O[C@H]1CN(C)Cc1ccccc1` is listed with -13, -104, -0.2, -1, 0, 0, 1

Later entries.
SMILES	S100A4 MyoIIA	C2C12 statin	E-sel inducer	PglD inh	ERp5 block	SIRT5 inh	DENV2 CPE
COc1ccc(CN(C)S(=O)(=O)c2nnc(NC(=O)c3cccc(OC)c3)s2)cc1	-5	-3	.	2	5	-2	-8
COc1ccc(CN2CCC(=O)N([C@H](CO)c3ccccc3)CC2)cc1OC	-4	11	-0.1	1	-2	-5	1
Cc1ccc(OCC(=O)Nc2cccnc2Cl)cc1C	3	-5	.	.	1	0	3
O=c1[nH]c(C2CCN(S(=O)(=O)c3ccc(S(=O)(=O)NC4CC4)cc3)CC2)nc2c1nnn2Cc1cccc(F)c1	-7	17	-0.1	-7	-1	8	?
COc1ccc(CC(NC(C)=O)C(=O)NC2CCN(C(=O)c3ccc(OC)c(OC)c3)CC2)cc1OC (configuration not stated)	-3	.	3.9	.	0	4	0
O=C(Nc1ccnn1C1CCN(Cc2ccccc2OC(F)F)CC1)c1cccc(F)c1	0	4	.	4	4	4	-1
COc1ccc(CN(C)C[C@@H]2OCCCC[C@H](C)Oc3ccc(NC(=O)Nc4ccc(C(F)(F)F)cc4)cc3C(=O)N([C@@H](C)CO)C[C@@H]2C)cc1	7	-52	.	1	-3	9	-5
C#CCNC(=O)C1=C[C@@H](c2ccc(C(F)(F)F)cc2)[C@H](CCCO)[C@@H](OCC)O1	3	5	-0.2	0	2	.	-11
CN(Cc1ccc(F)cc1)C(=O)c1cccc(OCc2ccccc2)c1	-4	21	0.1	3	2	-4	-2
Cc1cccn2c(=O)c3cc(C(=O)NCCN4CCOCC4)n(C)c3nc12	1	.	-0.1	7	4	-12	8
COC(=O)C1(C(=O)OC)CCCCN(S(=O)(=O)c2ccc(C)cc2)CCC1	7	.	.	.	-4	-11	-7
CCCC1O[C@@H]2C[C@H]3[C@@H]4CCC5=CC(=O)C=C[C@]5(C)[C@H]4[C@@H](O)C[C@]3(C)[C@]2(C(=O)CO)O1 (some centres not stated)	-5	-9	0.2	3	-4	-1	9
O=C(CSc1nc(C2CC2)nc2ccccc12)Nc1cccc(O)c1	-5	8	.	5	-3	-5	-1
COc1ccc(N2C(=O)[C@@H]3C(c4cccnc4)=NO[C@@H]3C2=O)cc1	-2	9	1.1	7	1	0	-2
O=C(Oc1ccc(Br)cc1C(=S)N1CCOCC1)c1ccc([N+](=O)[O-])cc1[N+](=O)[O-]	1	5	.	-1	-3	1	10
CCCNC(=O)C[C@H]1CC[C@@H]2[C@H](COc3ccc(NC(=O)c4ccc(OC)cc4)cc3C(=O)N2C)O1	.	-1	0.1	3	.	.	-2
COc1ccccc1S(=O)(=O)N1C[C@@H]2N[C@H](C1)C2c1ccc(-c2ccncc2)cc1 (some centres not stated)	4	.	0.3	.	2	0	2
COc1ccc(-c2nnc(SCC3CCCO3)n2C)cc1 (configuration not stated)	-5	.	-2.3	.	8	-4	11
CCCNC(=O)N1[C@H](CO)[C@@H](c2ccccc2-c2ccccc2F)[C@@H]1C#N	-3	.	-0.1	.	5	-6	4
O=C(CCN1CCOCC1)N1c2ccccc2Sc2ccc(Cl)cc21	-5	11	0.3	-4	3	-2	?
O=C(NCCCN1CCOCC1)c1ccc(CS(=O)(=O)c2c(Cl)cccc2Cl)o1	-2	3	-0.2	7	6	.	-1
C[C@H]1NC(=O)[C@]2(C)[C@@H](c3ccccc3)[C@H]3COc4ccccc4[C@H]3N2C1=O	9	-1	-0.1	-2	-8	0	8

Screening results as filed in PubChem.
